Compound activity (PubChem)
tim23-1 inh – inhibits growth of tim23-1 mutant yeast; AID 463212; inhibition, % at 20 µM; S. cerevisiae tim23-1 growth, BacTiter-Glo luminescence, 24 h; actives 1.3% (n = 330,000);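 active means growth inhibition of the mutant yeast at or above 50%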;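 further: temperature-sensitive mutant grown at 25 °C; plate controls were DMSO-treated mutant yeast for no effect and medium wells lacking yeast for full effect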
tim10-1 inh – tim10-1 yeast growth inhibition | actives 2.2% (n = 330,000) | S. cerevisiae tim10-1 ts strain growth, BacTiter-Glo, 24 h | inhibition, % at 20 µM | AID 463190;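 active means inhibition of at least 40%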;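 further: mutant grown at 25 °C; 0% = DMSO wells with yeast and 100% = wells holding no yeast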
UPR XBP1 act – activators of adaptive arm of unfolded protein response (XBP1) | CHO-XBP1 luciferase reporter, IRE1-XBP1 UPR activation, luminescence; percent of tunicamycin response, DMSO as zero | activation, % at 20 µM | actives 0.33% (n = 330,000);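 active means versus positive control, 20 µM dose yields 30% or more activation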;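 further: 100% = tunicamycin at 10 µg/mL and 0% = DMSO only wells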
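incubation = overnight seeding at 37 °C, 6 h compound treatment at 37 °C | assay system = CHO-XBP1 cells stably carrying IRE1-XBP1-driven luciferase reporter | input = 1000 cells per well | detection = luciferase luminescence | dosing = single point, 20 µM final compound, 1% DMSO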
Mdm2 MdmX PPI – disrupts the human Mdm2-MdmX interaction | O15151+Q00987 | SaOS-2 split-luciferase Mdm2/MdmX complementation, luminescence | actives 3% (n = 330,000) | inhibition, % at 8 µM;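 active means inhibition of at least 50% at 8 µM in the primary screen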
NALP3 yeast inh – blocks the NALP3 inflammasome reconstituted in yeast; Yeast reconstituted NLRP3/ASC/caspase-1, beta-gal luminescence, 24 h; inhibition, % at 10 µM; actives 0.39% (n = 330,000); AID 2825;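 active means inhibition of 50% or more; inactive means inhibition below 50%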;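 further: plate controls were induced DMSO wells for no effect and uninduced yeast grown without galactose for full effect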
GRIN3A LBD mod – NR3A (human) ligand-binding domain modulation; NR3A LBD differential scanning fluorimetry, Tm shift; 0% = protein alone, 100% = glycine-bound protein; Tm shift relative to glycine control, % at 25 µM; actives 2.5% (n = 340,000);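 active means melting temperature shift of at least 10% of the positive control shift, at one fixed dose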
UPR CHOP act – activators of apoptotic arm of unfolded protein response (CHOP). CHO-CHOP luciferase reporter, UPR activation, luminescence; percent of tunicamycin response over DMSO baseline. activation, % at 10 µM. actives 0.34% (n = 330,000). AID 449763;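 active means at 10 µM dose, activation of 40% or more, normalized to positive control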;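 further: 100% = tunicamycin at 10 µg/mL and 0% = DMSO alone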
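assay system = CHO CHOP reporter cells | amount = 500 CHO-CHOP cells per well | buffer or medium = F12 with 10% FBS | incubation = 16-18 h cell attachment, then 6 h compound exposure, 37 °C | detection = luminescence read with Steady-Glo | read-out = percent activation relative to tunicamycin control | controls = tunicamycin high control, DMSO low control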
APJ agonist – activates the human apelin receptor APJ; P35414; AID 2520; activation, % at 20 µM; CHO-K1 APJ PathHunter beta-arrestin, luminescence; 0% DMSO wells, 100% apelin; actives 0.11% (n = 330,000);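 active means activation more than six SD over the plate average, tested at 20 µM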;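 further: 0% = DMSO alone and 100% = apelin-13 at 10 nM; some results filed as inactive read as strong as hits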
Target sequence (P35414 whole entry, looked up): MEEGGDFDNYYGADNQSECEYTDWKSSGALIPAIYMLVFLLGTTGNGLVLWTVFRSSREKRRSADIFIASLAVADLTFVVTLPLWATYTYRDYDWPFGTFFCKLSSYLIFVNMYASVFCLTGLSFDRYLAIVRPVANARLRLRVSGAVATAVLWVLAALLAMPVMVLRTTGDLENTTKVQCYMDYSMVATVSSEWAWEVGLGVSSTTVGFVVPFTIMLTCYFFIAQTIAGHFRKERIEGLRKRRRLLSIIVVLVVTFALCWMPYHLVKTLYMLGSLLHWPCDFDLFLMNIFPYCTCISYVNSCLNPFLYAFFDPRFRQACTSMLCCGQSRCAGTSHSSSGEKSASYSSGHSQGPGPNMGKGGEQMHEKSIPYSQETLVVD
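Test system – PathHunter CHO-K1 APJ (AGTRL-1) beta-arrestin reporter cells · Input – 1000 cells/well · Compound – single test compound dose, 20 µM final, 1% DMSO · Times – compound stimulation 90 min at 25 °C, detection 60 min · Technique – beta-gal luminescence · Read-out basis – APJ–arrestin association signal · Control set – negative DMSO alone, positive Apelin-13 at 10 nM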
TIM10 inh – inhibits growth of TIM10 yeast strain; inhibition, % at 10 µM; actives 1.4% (n = 330,000); AID 463195; S. cerevisiae TIM10 strain growth, BacTiter-Glo luminescence, 24 h;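 active means inhibition of 40% or more at the single tested concentration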;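 further: wild-type TIM10 isogenic control strain grown at permissive 25 °C; 0% = DMSO yeast wells and 100% = minimal medium wells without yeast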
* = called active by the depositor; x = no result given. Not a hit list; overall some 8.2% were active at least once.

SMILES	tim23-1 inh	tim10-1 inh	UPR XBP1 act	Mdm2 MdmX PPI	NALP3 yeast inh	GRIN3A LBD mod	UPR CHOP act	APJ agonist	TIM10 inh
CCn1c2ccccc2c2cc(/C=N/NC(=O)c3ccc(O)cc3)ccc21	21	1	-1	-4	4	38*	6.0	4	6
CN(CCC#N)C(=S)NC(=O)c1ccc(S(=O)(=O)N2CCOCC2)cc1	3	13	-1	14	-10	0	-2.7	0	-6
CCCc1cc(C(=O)N2CCCC(N3CCN(c4ccccc4C)CC3)C2)n(C)n1 (stereo not drawn)	21	21	0	15	12	0	-1.6	-3	1
CCN(C(=O)CN1CCC(C(=O)OC)CC1)c1c(N)n(Cc2ccccc2)c(=O)[nH]c1=O	1	-6	-2	2	3	2	1.6	-2	1
Cc1cccc(C(=O)NC(C)c2ccc(-n3ccnc3)cc2)c1C (stereo not drawn)	-8	-7	-3	5	12	1	0.2	2	11
Cc1ccc(-n2c(C)cc(/C=C3\NC(=O)NC3=O)c2C)c(C)c1	38	25	-1	35	3	-5	4.6	-3	23
COC(=O)C1=C(C)N(C2CCCCC2)C(=O)C1	11	17	-1	7	17	0	-0.5	-3	9
CC(=O)Nc1ccc(NC(=O)C(C)OC(=O)/C(C#N)=C/c2ccc(N(C)C)cc2)cc1 (stereo not drawn)	-5	3	-2	-4	21	-1	6.7	3	-6
Cc1cc(NC(=O)c2ccc3c(c2)C(=O)N(C(C)(C)C)C3=O)no1	-29	-16	-2	4	18	-3	2.5	-1	-20
CS(=O)(=O)N1CCC(C(=O)Nc2ccc(Oc3ccccc3)cc2)CC1	15	3	0	21	13	1	10	-2	6
Cc1ccc(-n2nc(C)c(Sc3ccccc3[N+](=O)[O-])c2N)cc1	48	44*	0	10	19	-3	0.6	-3	44*
COc1ccc(C(=O)CSc2nccn2C)c(OC)c1	18	16	0	-19	-11	-1	1.9	-4	13
Cc1cccc(OCc2nnc(SCc3nc4ccccc4c(=O)[nH]3)o2)c1	-6	18	-2	17	20	0	-2.0	-5	-11
Cc1ccccc1OCC(=O)OCC(=O)c1ccc(OC(=O)c2ccccc2)cc1	-6	17	7	6	7	0	1.8	-6	-12
O=C(CCNC(=O)c1ccc([N+](=O)[O-])cc1)NCC1COc2ccccc2O1 (stereo not drawn)	13	-4	-5	7	16	3	0.6	1	2
COc1cc(C2C3=C(CCCC3=O)OC3=C2C(=O)CCC3)ccc1OCC(=O)Nc1ccccc1	-57	6	-5	16	5	3	0.5	-1	-26
CC(C)c1ccc(OCCCCN2CCCCC2)cc1	-27	-42	0	4	9	0	0.8	-1	-26
COc1ccc(C(=O)Nc2ccc3[nH]ncc3c2)cc1OC	6	8	-2	-9	4	-9	-0.8	-1	2
O=c1cc(CO)oc(CN2CCN(c3cccc(C(F)(F)F)c3)CC2)c1O	-12	23	-2	-5	6	-2	-0.2	-3	6
Clc1ccc(C2=NN=C3COc4ccccc4N3C2)cc1	35	29	0	12	-2	1	3.0	-1	36
O=C(CNC(=O)c1cccs1)N=Nc1c(O)[nH]c2ccc([N+](=O)[O-])cc12	-2	12	-3	-21	16	-1	0.1	-2	6
COc1ccccc1CNC(=O)CS(=O)Cc1nc(-c2ccccc2C)oc1C (stereo not drawn)	23	25	2	5	10	-3	-1.9	7	7
Nc1ccc(C(=O)OCC(=O)NC2CCS(=O)(=O)C2)cc1[N+](=O)[O-] (stereo not drawn)	5	-5	0	-2	-6	-1	-0.3	0	-3
COC(=O)Cc1ccc(NC(C)=O)cc1	-11	-7	0	-6	6	-3	0.7	-3	-13
CC(=O)c1ccc(S(=O)(=O)NCc2cccnc2)cc1	-7	16	-1	21	9	2	0.1	1	-5
SMILES	tim23-1 inh	tim10-1 inh	UPR XBP1 act	Mdm2 MdmX PPI	NALP3 yeast inh	GRIN3A LBD mod	UPR CHOP act	APJ agonist	TIM10 inh
COc1cc(C2C(C#N)=C(N)Oc3cc(C)oc(=O)c32)cc(OC)c1OC (stereo not drawn)	7	6	0	-18	1	-1	1.2	0	16
Cc1ccc(CC(=O)Nc2cccc(C#N)c2)cc1	17	22	1	11	9	1	-2.4	-5	-2
CN(C(=O)CSc1cc(C(=O)c2nccn2C)c2ccccc2n1)c1ccccc1	50*	17	27	53*	4	-3	95*	0	29
CCOc1cc(N2CCOCC2)c(OCC)cc1NC(=O)c1ccc(OC(C)C)cc1	11	15	-4	11	2	-1	0.1	-2	17
O=S(=O)(c1ccccc1)N1CCN(C(c2ccccc2)c2ccc(OC(F)(F)F)cc2)CC1 (stereo not drawn)	0	14	1	-15	2	1	2.4	1	4
COc1ccc2nc(Nc3nc(CSc4nc5ccccc5[nH]4)cc(=O)[nH]3)nc(C)c2c1	2	7	2	65*	3	-7	-1.1	1	5
Cc1cccc(C(=O)NCC(=O)OCC(=O)N2CC3(C)CC2CC(C)(C)C3)c1 (stereo not drawn)	22	15	-1	-14	-13	-1	2.1	-3	14
CCOC(=O)c1c(C)n(C)c2ccc(OCC(O)CNC(CC)CO)cc12 (stereo not drawn)	5	0	-3	-23	4	2	-1.3	1	6
O=C(NC1CCCC1)c1cccc(Cn2cc([N+](=O)[O-])cn2)c1	2	14	0	-13	2	2	1.2	-1	8
O=C(CCN1C(=O)/C(=C/c2ccccc2Cl)SC1=S)NNC(=O)c1ccccc1O	-5	3	3	11	-2	10	-0.3	2	5
Cc1ccc(C)c(SCC(=O)OCC(=O)NCc2ccccc2)c1	7	-3	1	7	14	1	-1.9	-2	12
O=C(CCCCCN1C(=O)CCC1=O)Nc1ccc2c(c1)OCO2	-2	-3	-3	-12	15	0	-1.9	-4	-5
CCOc1cc(NC(=O)C2CC2)c(OCC)cc1NC(=O)c1ccccc1OCC	27	8	-2	36	21	-4	2.6	1	24
O=C(N=Nc1ccc(NOC(=O)c2ccccc2Br)cc1)c1ccccc1O	44	50*	-2	10	13	x	-0.4	-7	20
Cc1cccc(NC(=O)CS(=O)CC(=O)Nc2cnc3ccccc3c2)c1C (stereo not drawn)	14	10	4	6	3	-1	-1.0	0	-12
CCOc1ccc(OCCC(=O)N(CCCOC)c2c(N)n(Cc3ccccc3)c(=O)[nH]c2=O)cc1	-7	-12	-3	-1	12	-2	1.1	-2	1
CCOC(=O)c1ccc(CSC(=N)N)o1	6	9	0	1	-10	0	-0.2	-7	-9
CC(C)C[C@H](NC(=O)c1nc[nH]c1C(=O)NC(c1ccccc1)c1ccccc1)C(=O)OC(C)(C)C	12	10	2	89*	-1	0	16	1	13
CSCCC(NS(=O)(=O)c1ccccc1F)C(=O)N1CC=C(c2ccccc2)CC1 (stereo not drawn)	30	23	2	-12	11	-1	0.8	-3	19
CCc1noc(C)c1C(=O)N1CCN(S(=O)(=O)c2ccc(C(C)C)cc2)CC1	4	1	-2	23	3	0	-0.6	0	-5
CCOc1ccc(CCNC(=O)C2=C(C)C(=O)OC23CCCCC3)cc1OCC	0	13	1	-23	-8	-3	0.3	-2	13
C=CCn1c(SCc2cc(=O)n3ccsc3n2)nc2ccccc2c1=O	51*	11	8	28	9	1	-0.2	-3	5
Cc1cccc(NC(=O)c2cnc3sccn3c2=O)c1	40	3	-3	-164	56*	2	-0.7	-3	25
COc1cc(NC(=S)N2CCCCC2C)cc(OC)c1OC (stereo not drawn)	6	10	-1	20	-13	4	-3.2	-2	1
Cn1c(SCc2ccc(F)cc2)nnc1-c1cnccn1	14	17	8	17	12	-1	2.3	-3	15
SMILES	tim23-1 inh	tim10-1 inh	UPR XBP1 act	Mdm2 MdmX PPI	NALP3 yeast inh	GRIN3A LBD mod	UPR CHOP act	APJ agonist	TIM10 inh
COc1ccc(CC(=O)NCc2cn3ccsc3n2)cc1	-2	7	-6	15	1	-2	-4.3	-3	2
O=C(O/N=C/c1ccc2c(c1)OCO2)c1ccccc1Cl	41	26	1	-23	15	x	6.5	1	19
CC1=CC2=NC(=O)/C(=C\c3cccn3CCOc3ccccc3)C(=N)N2O1	33	29	0	10	40	-8	-1.3	2	28
O=C(CSc1ncnc2sc3c(c12)CCCC3)c1ccco1	35	39	1	-4	14	0	3.5	-4	5
COc1cccc(NC(=O)[C@H](Cc2ccccc2)NC(=O)[C@@H]2Cc3ccccc3CN2)c1	17	-11	-8	16	17	0	-0.6	-5	0
CCOCN(C(=O)Cn1c(CO)nc2ccccc21)c1c(C)cccc1CC	23	17	2	-9	-2	-1	0.3	-1	13
COc1ccc(C(=O)Nc2cc(C)nn2-c2cccc(F)c2)cc1OC	11	20	-2	11	7	-1	1.0	-5	1
Cc1noc(C)c1C(=O)Nc1sc2c(c1C(N)=O)CCCCC2	18	19	0	-6	6	-1	3.7	3	9
O=C(CCc1nc2sc3c(c2c(=O)[nH]1)CCCC3)NCCc1ccccc1	5	5	-1	0	0	0	0.8	-3	8
CCCN(CC(=O)Nc1ccccc1C)C(=O)Cc1cccs1	7	9	0	-18	16	0	1.5	-4	5
CCOC(=O)CN1C(=O)N[C@@H](c2ccccc2)[C@@H](C(=O)OC)[C@H]1C	12	-8	1	18	8	0	-1.6	-6	6
CC(=O)Nc1ccc(N(C(=O)Cc2cccs2)C(C(=O)NC2CCCC2)c2ccncc2)cc1 (stereo not drawn)	20	4	3	-26	10	0	-0.8	3	5
CCCC(=O)Nc1ccccc1NC(=O)c1ccc(OCC)c(OCC)c1	-6	-12	0	-16	14	-1	-1.0	-3	-14
CCCn1c(SCC(=O)N2CCc3ccccc32)n[nH]c1=O	6	-4	2	-19	9	1	-0.4	-4	-4
O=C(C1CCN(S(=O)(=O)Cc2ccccc2)CC1)N1CCN(c2ncccn2)CC1	12	22	0	7	5	-1	-1.9	-8	8
Cc1ccc(C(=O)OCC(=O)c2c[nH]c3ccccc23)cc1S(=O)(=O)N1CCOCC1	-10	2	-2	20	18	-4	-1.6	5	-5
O=C(Nc1ccccc1C(=O)N1CCCC1)c1cccc(S(=O)(=O)N2CCCCCC2)c1	18	25	0	-12	8	2	7.3	-3	19
COc1cc(C(=O)Nc2ccc3c(c2)nc(C)n3C)cc(OC)c1OC	-3	-9	-1	67*	1	-2	3.6	-4	2

Some of the entries so far, with bars between the fields.
compound | tim23-1 inh | tim10-1 inh | UPR XBP1 act | Mdm2 MdmX PPI | NALP3 yeast inh | GRIN3A LBD mod | UPR CHOP act | APJ agonist | TIM10 inh
COc1ccc(C(=O)CSc2nccn2C)c(OC)c1 | 18 | 16 | 0 | -19 | -11 | -1 | 1.9 | -4 | 13
O=C(C1CCN(S(=O)(=O)Cc2ccccc2)CC1)N1CCN(c2ncccn2)CC1 | 12 | 22 | 0 | 7 | 5 | -1 | -1.9 | -8 | 8
O=C(CCNC(=O)c1ccc([N+](=O)[O-])cc1)NCC1COc2ccccc2O1 (stereo not drawn) | 13 | -4 | -5 | 7 | 16 | 3 | 0.6 | 1 | 2
